Screens from PubChem.
AMA1-RON2 inh = qHTS for Inhibitors of AMA1-RON; Towards Development of Antimalarial Drug Lead: Primary Screen. AlphaScreen AMA1-biotinylated RON2 peptide binding. Potency, µM (series often up to 58.2 µM), for inactives: at the top dose activity change, negative = inhibition, hits mostly inhibitors. 0.2% of 360,000 active. AID 720542, 2013;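 further: potency means the concentration at half of the fitted maximal effect; 0% = vehicle wells and -100% = peptide control; nearly all actives have a fitted effect of over 45% in size; some results filed as inactive show a strong effect at the top dose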
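AMA1 (3D7) with his tag at 25 nM final met compounds first, then biotinylated RON2 peptide at 25 nM; detection used donor plus acceptor beads, 10 µg/mL apiece, read by AlphaScreen after 30 min at room temperature.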
HCV inhibitor = qHTS Assay for Inhibitors of Hepatitis C Virus (HCV); Huh7.5.1 HCVcc-Cre infection, luciferase reporter, 44 h; Potency, µM (top dose mostly 41.8 µM), without a hit: at the top dose activity change, negative = inhibition, hits mostly inhibitors; 3.4% of 340,000 active; AID 651820, 2012; further: potency means the concentration at half of the fitted maximal effect
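Infectious HCV cell culture screen: compound-treated cells (1,000/well, pre-plated 4 h) are infected with HCVcc-Cre at roughly 0.5 moi and grown 44 h. Infection is quantified by luciferase signal after 15 min substrate incubation at room temperature.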
Sm TGR inh = qHTS Assay for the Inhibitors of Schistosoma Mansoni Peroxiredoxins; Schistosoma mansoni thioredoxin glutathione reductase (TGR), Q962Y6; AID 485364, 2010; 3% of 360,000 active; Potency, µM (series often up to 114 µM), inactives show at the highest dose activity change, negative = inhibition, hits mostly inhibitors; purified TGR, DTNB reduction, TNB absorbance 405 nm; further: potency means the concentration at half of the fitted maximal effect; nearly all actives have a fitted effect of over 60% in size
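TGR 20 nM + NADPH 100 uM (dispensed conc.), cpd preinc 15 min RT; start with NADPH (500 uM addition) then DTNB (15 mM addition). Kinetic TNB absorbance, 405 nm filter. Four-parameter Hill fit across titration.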
HCMV antiviral = qHTS Assay for inhibitors of the human cytomegalovirus (HCMV) | activity change, negative = inhibition, % at 57.5 µM | HFF cells, HCMV-luciferase reporter, 72 h; hits give low values | 4.5% of 410,000 active; in the data active means activity change below about -60%; inconclusive means no clear call, values can overlap the other calls; inactive means above about -39%
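Two compound doses tested in HFFs infected with HCMV-luciferase, MOI 1 PFU/cell, 72 h at 37C. Lysate luminescence read with OneGlo; data normalized against buffer-only and 10uM Salinomycin inhibitor controls.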
AmpC detergent = qHTS Inhibitors of AmpC Beta-Lactamase (assay with detergent); P00811; AmpC hydrolysis of nitrocefin, absorbance 480 nm, 0.01% Triton; Potency, µM (doses to about 114 µM), inactives show top-dose activity change, negative = inhibition, actives largely listed as inhibitors; 0.041% of 370,000 active; AID 485294, 2010;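 further: potency means the concentration at half of the fitted maximal effect; 0% = no-compound wells and -100% = no-enzyme wells; nearly all actives have a fitted effect of over 25% in size; some results filed as inactive show a strong effect at the top dose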
Target sequence (P00811 whole entry, looked up): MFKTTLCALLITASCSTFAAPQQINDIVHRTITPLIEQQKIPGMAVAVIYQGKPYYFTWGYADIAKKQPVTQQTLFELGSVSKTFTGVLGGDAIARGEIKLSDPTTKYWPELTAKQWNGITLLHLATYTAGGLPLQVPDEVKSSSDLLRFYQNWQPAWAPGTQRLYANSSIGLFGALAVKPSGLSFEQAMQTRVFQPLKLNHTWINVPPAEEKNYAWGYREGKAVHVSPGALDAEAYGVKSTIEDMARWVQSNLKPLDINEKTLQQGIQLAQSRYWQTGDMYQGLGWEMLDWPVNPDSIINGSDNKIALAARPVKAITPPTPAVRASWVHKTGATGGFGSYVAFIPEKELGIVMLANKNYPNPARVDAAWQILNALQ
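AmpC (5.3 nM in the dispensed reagent) in 20 mM phosphate pH 7.0 with 0.01% (detergent screen) or 0.0001% Triton X-100 was preincubated with compounds for 15 min at room temperature. Nitrocefin was then added from an 800 uM solution, and hydrolysis was followed at 480 nm.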
FBPA Giardia inh = qHTS Assay for Inhibitors of Fructose-1,6-bisphosphate Aldolase from Giardia Lamblia. A8B2U2. purified Giardia FBPA. Potency, µM (doses to about 59.6 µM), for inactives: at the highest dose activity, negative = inhibition, actives largely listed as inhibitors. 0.71% of 290,000 active. AID 2451, 2010; further: potency means the concentration at half of the fitted maximal effect; nearly all actives have a fitted effect of over 55% in size
Target sequence (A8B2U2 whole entry, looked up): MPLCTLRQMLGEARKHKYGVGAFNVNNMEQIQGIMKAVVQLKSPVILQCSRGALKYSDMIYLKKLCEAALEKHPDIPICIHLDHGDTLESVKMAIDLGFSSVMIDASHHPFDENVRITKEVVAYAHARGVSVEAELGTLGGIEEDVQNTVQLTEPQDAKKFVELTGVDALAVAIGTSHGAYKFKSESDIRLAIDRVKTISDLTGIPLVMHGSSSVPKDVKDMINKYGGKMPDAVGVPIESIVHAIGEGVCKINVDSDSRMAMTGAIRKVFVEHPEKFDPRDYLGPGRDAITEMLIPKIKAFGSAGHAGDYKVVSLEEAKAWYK
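Giardia FBPA (40 nM reagent) was preincubated 10 min at RT with compound (up to 57.5 uM final), then substrate plus GAPDH/TPI/NAD/arsenate coupling system with diaphorase/resazurin was added; resorufin fluorescence (525/598 nm) was read after 20 min.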
* hit, by the source's call; ? = inconclusive; / = not tested or not shown; & = joins results of further samples; ! = not active in a repeat; [ ] = another dose, or the depositor's remark. Unless noted, the call rests on the fitted dose curve; in most records, active means well fitted curve in the direction sought with a large enough effect; inconclusive means small, poorly fitted or top-dose-only effect, or another doubt; inactive means no such curve, though single readings can be large; an effect the other way counts as inactive or inconclusive. Unless noted, on the % scale 0 is the no-effect control and ±100 the full control effect.

Preview (two entries):
SMILES	FBPA Giardia inh	AmpC detergent	AMA1-RON2 inh	Sm TGR inh	HCMV antiviral	HCV inhibitor
OCC1OC(Oc2cccc3ccccc23)C(O)C(O)C1O (centres undefined)	2%	-3%	-1%	9%	4	19%
COc1ccc(-c2nn(-c3ccccc3)cc2/C=C/C(=O)OCC(=O)Nc2ccc(C#N)cc2)cc1	-3%	-12%	14%	2%	/	?

All compounds of this part, from the first entry:
SMILES	FBPA Giardia inh	AmpC detergent	AMA1-RON2 inh	Sm TGR inh	HCMV antiviral	HCV inhibitor
OCC1OC(Oc2cccc3ccccc23)C(O)C(O)C1O (centres undefined)	2%	-3%	-1%	9%	4	19%
COc1ccc(-c2nn(-c3ccccc3)cc2/C=C/C(=O)OCC(=O)Nc2ccc(C#N)cc2)cc1	-3%	-12%	14%	2%	/	?
COC(=O)C1CCN(C(=O)CN2C(=O)NC(CCc3ccccc3)C2=O)CC1 (centres undefined)	5%	3%	10%	-6%	18	-5%
CN1CCN(NC(=O)c2ccc(Cl)cc2Cl)CC1	2%	?	-10%	-7%	-10	31%
COc1ccccc1NC(=O)CC1C(=O)NCCN1C(=O)Nc1ccccc1 (centres undefined)	0%	2%	0%	1%	10	17%
COC(=O)c1cn(C(=O)c2cc(C)cc(C)c2)c2ccccc12	1%	1%	3%	6%	-18	?
CC(C)N(Cc1ccccc1)C(=O)CCS(=O)(=O)c1ccc2c(c1)oc(=O)n2C	-5%	-9%&-7%	4%	?	3&3	12%
COCCCN1Cc2cccc(C(=O)O)c2C1=O	3%	?	0%	-1%	-5	6%
O=S1(=O)CC/C(=N\Nc2ccc(F)cc2)c2ccsc21	-13%	-8%	-5%	-20%	?	?
COc1cc(NC(=O)c2ccc([N+](=O)[O-])cc2)c(OC)cc1NC(=O)CC(C)C	-1%	-6%	-1%	0%	14	4%
Cc1csc(NC(=O)CCn2c(=O)oc3ccc(Cl)cc32)n1	/	?	-9%	?	11	-17%
COc1cc2[nH]c(=S)nc(NCc3cccc(Cl)c3)c2cc1OC	7%	-22%	49%[activator]	-31%	?	?
COC(=O)c1ccccc1NC(=O)CN1C(=O)c2ccccc2S1(=O)=O	18%	-1%	-1%	-5%	20	14%
Cc1cc(C(=O)N/N=C2\CCCC(=O)C2)c(C)o1	/	-11%	4%	-5%	19	11%
CCC(NC(=O)N(Cc1ccccc1)Cc1ccc2c(c1)OCO2)(C(F)(F)F)C(F)(F)F	4%	-12%	-7%	0%	-2	-26%
Cc1ccc(-c2csc3ncnc(N4CCN(C)CC4)c23)cc1C	-3%	1%	-10%	1%	-34	-15%
O=C(CSc1nnc(-c2ccco2)n1-c1ccccc1)N1CCN(C(=O)c2ccco2)CC1	-6%	-12%	-4%	-26%	-28	2%&-6%
COC(=O)[C@@H](NC(=O)NC1CCCCC1C)C(C)C (some centres undefined)	8%	-9%	8%	11%	32	-3%
COC(=O)/C(C#N)=C/c1c(Oc2cccc(C)c2)nc2ccccn2c1=O	0%	2%	-25%	-1%	-11	7%
COc1c2c(c(C)c3c1C(=O)OC3)O[C@@]1(C)CC[C@@]3(O)C(C)(C)OC(=O)CC[C@]3(C)[C@H]1C2	-11%	10%	-11%	-22%	75	19%
COc1ccc2[nH]c(=O)c(CNc3ccccc3OC)cc2c1	?	0%	-22%	18µM*	11	15%
Cc1cccc(CN2CCC(CNC(=O)C3CCCN(S(=O)(=O)c4cnc[nH]4)C3)CC2)c1 (centres undefined)	1%	?	11%	-7%	/	6%
COc1ccccc1N1CCN(C(=O)COc2cccc3ccccc23)CC1	/	0%	-24%	6%	6	-7%
O=C(O)C1C2C=CC(O2)C1C(=O)Nc1ccc(S(=O)(=O)N2CCc3ccccc32)cc1 (centres undefined)	29%	-4%	15%	14µM*	-27	19%&0%
Cc1cc(C)n(C(=O)c2cc3sccc3[nH]2)n1	1%	-8%	5%	15%	18	?
Cc1sc(NC(=O)CSc2nnc(C(C)C)n2C)c(C#N)c1C	5%	?	-1%	8%	-19	-9%
CN(C(=O)c1ccc(NC(=O)Cc2ccc(NC(=O)C3CCN(C(=O)C4CCC4)CC3)cc2)cc1)C1CCCC1	/	/	-2%	/	5	12%
Cc1ccc(C2=NN(CC(=O)NCc3ccco3)C(=O)CC2)cc1	1%	-7%	-1%[11.6 µM]	-17%	?	-4%
CC1CCc2sc(C(=O)OCC(=O)NCc3ccc(F)cc3)cc2C1 (centres undefined)	4%	-14%	-15%	2%	-31	4%
CC1(C)CC(=O)C(C=NCCCN2CCCC2=O)=C(O)C1	3%	-8%	11%	7%[11.4 µM]	21	5%
CN(C)c1ccc(/C=C(/NC(=O)c2ccccc2)C(=O)N/N=C/c2ccc([N+](=O)[O-])c(O)c2)cc1	-9%	2%	-17%	-21%	-7	?
CC(C)(C)c1ccc(-c2nc(NCc3cccnc3)c3ccccc3n2)cc1	2%	-7%	-16%	-10%	-72*	11µM*
O=C1COc2ccc(C(=O)COC(=O)Cc3ccc(F)cc3)cc2N1	/	?	-3%	-10%	-25	19%
Cc1ccc(S(=O)(=O)N2CCCCC2)cc1NC(=O)CSc1ncccn1	/	-4%	-3%	-9%	0	20%
CCOC(=O)N1CCN(CC(=O)Nc2nnc(C(F)(F)F)s2)CC1	5µM*	-12%	36%[activator]	-16%	-5	9%
Cc1cc(C)cc(C(=O)NCC(c2ccc(N(C)C)cc2)N2CCCC2)c1 (centres undefined)	/	-2%	/	-6%	-36	/
COc1ccc(-n2nc(C(=O)NCC(=O)N3CC(C)CC(C)C3)c3ccccc3c2=O)c(OC)c1 (centres undefined)	12%	-6%	-8%	-11%	-27	-2%
Cc1ccc(NC(=O)Nc2cnccn2)c(C)c1	20%	?	0%	0%	24	22%
C[C@@]12C(=O)N(CC3CC3)CC(=O)N1[C@H](/C=C/c1ccccc1)[C@@H]1C(=O)N(c3ccccc3)C(=O)[C@@H]12	2%	?	-6%	-11%	2	20%
S=c1[nH]ncn1/N=C/c1ccccc1	?	-14%	18%	-26%	76	1%
COCCCN1CC(=O)N2C(c3ccc(C)cc3)c3[nH]c4ccccc4c3C[C@H]2C1=O (some centres undefined)	2%	1%	-20%	-7%	27	9%
CCC(=O)N1CCc2cc(Br)cc(S(=O)(=O)CCC(=O)NCCc3ccccc3)c21	-1%	2%&-1%	-6%	-30%&-24%	-7&49	6%
COc1ccc(-c2cc(C(=O)N3CCCCC3C)no2)cc1OC (centres undefined)	/	21%	/	0%	3	/
Cc1cc(NC(=O)CSc2ccc3nnc(-c4ccc(Cl)cc4)n3n2)no1	4%	-10%	2%	0%	-20	?
CCOc1ccc(-c2nc(-c3cccs3)c(CC(=O)O)s2)cc1OC	22%	0%	-6%	-3%	-16	8%
O=C(CSc1nc2ccccc2s1)CSc1nc2ccccc2s1	-8%	-10%	70%[activator]	-12%	11	13%
CCOc1ccc(NC(=S)N2CCN(C/C=C/c3ccccc3)CC2)cc1	-14%	0%	-17%	10%	-30	?
O=C(/C=C/C=C/c1ccccc1)c1ccco1	-1%	-9%	-10%	10µM*	42	-20%
CCc1ccc(/C=C2/SC(=S)N(CCC(=O)Nc3cccnc3)C2=O)cc1	-5%	2%	-6%	-1%	-25	-11%
COc1ccc(C(=O)NCc2oc(-c3ccccc3)cc2C(=O)O)cc1	15%	-8%	-9%	?	-86*	10%

Further records.
SMILES	FBPA Giardia inh	AmpC detergent	AMA1-RON2 inh	Sm TGR inh	HCMV antiviral	HCV inhibitor
O=S(=O)(c1cc(Cl)sc1Cl)N1CCCC1	-4%	4%	-1%	2%	14	-2%
COc1ccc(C2C(C#N)=C(C)NC3=C2C(=O)c2ccccc23)cc1 (centres undefined)	-12%	-11%	1%	-21%	?	-24%
O=C(c1cc(-c2cccs2)nc2ccccc12)N1CCN(c2ccccc2)CC1	2%	-5%	?	-7%	-9	?
Cc1cc(NCc2ccccc2Cl)n2nnnc2n1	2%	1%	-4%	-1%	20	?
CC(C)CNC(=O)c1ccc(NC(=O)c2cccs2)cc1	5%	2%	-6%	1%	14	-17%
CC1CN(C(=O)COC(=O)c2ccc(N)c([N+](=O)[O-])c2)CC(C)O1 (centres undefined)	0%	1%	-17%	0%	19	9%
O=C(Nc1ccc(Sc2ccc(Br)cc2)cc1)c1ccco1	-2%	-3%	21%	8%	-37	?
COC(=O)c1ccc(CNC(=O)CSc2nnc(COc3ccccc3)n2C)o1	8%	-6%	4%	-11%	34	2%
CCOC(=O)C(CC)(CC)C(=O)/C=C/c1ccc(OC)cc1	18%	1%	14%	-21%	-33	8%
Cc1ccc(NS(=O)(=O)c2ccc(-c3coc(C)n3)cc2)c(C)c1	-3%	-9%	-4%	-17%	0	11µM*
O=C(NCCCn1ccnc1)/C(=C/c1ccco1)NC(=O)c1ccco1	-2%	-1%	-8%	-1%	?	1%
CC(C)(C)NC(=O)NC(=O)COc1ccccn1	0%	2%	-19%	-28%	56	12%
N/C(=N\OC(=O)Cc1ccccc1)c1cccnc1	8%	-3%	0%	-4%	9	/
COc1ccc([N+](=O)[O-])cc1NC(=O)CCc1ccccc1	-10%	4%	6%	5%	-5	?
O=C1NC(=O)N(CCC2=CCCCC2)C(=O)/C1=C\c1cccs1	1%	-2%	4%	-16%	79	-7%
O=C(c1ccccc1)c1ccc(-n2ccnc2)c([N+](=O)[O-])c1	7%	?	7%	-3%	-38	-7%
CN(C)c1cccc(C(=O)OC(C(=O)Nc2ccc([N+](=O)[O-])cc2Br)c2ccccc2)c1 (centres undefined)	4%	-11%	?	0%	?	-8%
Cc1cc(C)cc(NC(=O)c2snc3c(=O)[nH]cnc23)c1	2%	?	/	-2%	/	/
O=S(=O)(NCC1CCCO1)c1cc(Cl)ccc1Cl (centres undefined)	3%	3%	3%	0%	11	-5%
COc1ccc(NC(=O)c2cc(-c3ccccn3)nc3ccccc23)cc1S(=O)(=O)N(C)C	/	-5%	-7%[11.6 µM]	0%	-11	?
COc1ccc(CN2CN(S(=O)(=O)c3ccccc3)c3nc4ccccc4nc32)cc1	-14%	6%	-7%	0%	2	-20%
Oc1c(Cl)cc(Cl)c(Cl)c1Cc1c(O)c(Cl)cc(Cl)c1Cl	19%&15%	-4%	-7%	1%	-95*	8.9µM*!

Compound profiles, from the list above. Order of values: FBPA Giardia inh, AmpC detergent, AMA1-RON2 inh, Sm TGR inh, HCMV antiviral, HCV inhibitor
Results for COC(=O)/C(C#N)=C/c1c(Oc2cccc(C)c2)nc2ccccn2c1=O : 0%, 2%, -25%, -1%, -11, 7%
Results for Cc1sc(NC(=O)CSc2nnc(C(C)C)n2C)c(C#N)c1C : 5%, ?, -1%, 8%, -19, -9%
